Bioassay records (PubChem)
EPAC1 agonist – qHTS for Agonist of cAMP-regulated guanine nucleotide exchange factor 3 (EPAC1): primary screen | Rap guanine nucleotide exchange factor 3 (Homo sapiens), O95398 | EPAC1 agonist qHTS, biochemical assay; response scale: 100% = response to 6.5 mM cAMP | Potency, µM (series often up to 154 µM), without a hit: top-dose activation, most hits filed as activators | actives 0.073% (n = 360,000) | AID 720707, 2013; note: potency is the fitted concentration of half-maximal effect; nearly all actives have a fitted effect of over 60% in size
Target sequence (O95398 whole entry, looked up): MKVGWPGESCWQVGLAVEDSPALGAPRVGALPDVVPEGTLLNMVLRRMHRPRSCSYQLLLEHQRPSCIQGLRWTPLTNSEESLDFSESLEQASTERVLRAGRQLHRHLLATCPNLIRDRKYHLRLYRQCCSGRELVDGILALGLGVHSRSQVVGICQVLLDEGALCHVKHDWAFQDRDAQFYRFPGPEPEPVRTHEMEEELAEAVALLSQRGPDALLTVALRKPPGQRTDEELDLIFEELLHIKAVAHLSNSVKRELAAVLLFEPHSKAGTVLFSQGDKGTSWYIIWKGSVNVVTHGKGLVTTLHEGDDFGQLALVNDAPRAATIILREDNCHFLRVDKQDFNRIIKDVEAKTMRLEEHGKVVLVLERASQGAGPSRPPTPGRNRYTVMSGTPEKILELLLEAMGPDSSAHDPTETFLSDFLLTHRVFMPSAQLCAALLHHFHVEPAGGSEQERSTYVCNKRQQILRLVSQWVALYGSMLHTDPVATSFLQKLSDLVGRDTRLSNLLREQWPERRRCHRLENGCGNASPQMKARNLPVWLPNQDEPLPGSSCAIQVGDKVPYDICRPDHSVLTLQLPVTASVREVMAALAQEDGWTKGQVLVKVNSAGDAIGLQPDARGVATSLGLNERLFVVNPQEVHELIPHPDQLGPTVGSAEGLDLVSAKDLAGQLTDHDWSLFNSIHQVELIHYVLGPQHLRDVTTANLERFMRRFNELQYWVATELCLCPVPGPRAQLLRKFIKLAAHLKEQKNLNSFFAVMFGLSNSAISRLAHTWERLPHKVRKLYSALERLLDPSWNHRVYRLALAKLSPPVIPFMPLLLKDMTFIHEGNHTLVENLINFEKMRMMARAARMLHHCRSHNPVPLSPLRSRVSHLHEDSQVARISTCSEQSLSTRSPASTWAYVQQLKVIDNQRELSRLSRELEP
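Multi-concentration qHTS readout: loss of Rap1B-bound BODIPY-GDP fluorescence driven by 100 nM EPAC1 with excess GDP (50 uM), monitored kinetically at room temperature; agonist response expressed relative to 6.5 mM cAMP.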
PLK1 PBD inh – qHTS for Inhibitors of PLK1-PDB (polo-like kinase 1 - polo-box domain): Primary Screen. Serine/threonine-protein kinase PLK1 (Homo sapiens), P53350. Plk1 PBD binding of FITC phosphopeptide, fluorescence polarization. Potency, µM, for inactives: max response, negative = inhibition, most hits filed as inhibitors. actives 2.8% (n = 360,000). AID 720504, 2013; note: potency is the fitted concentration of half-maximal effect; series mostly up to about 57 µM; % is set by controls: 0 for no effect and ±100 for the full control effect; nearly all actives have a fitted effect of over 65% in size
PI5P4K alpha inh – qHTS for Inhibitors of phosphatidylinositol 5-phosphate 4-kinase (PI5P4K); PI5P4Kalpha enzyme, ADP-Glo luminescence, 60 min; active compounds read low; max response, %; actives 1.2% (n = 330,000); AID 652105, 2013; active = max response of -50% or lower; inconclusive = between -30% and -50%; inactive = -30% or higher; note: value at the top dose of about 77 µM; % is set by controls: 0 for no effect and ±100 for the full control effect
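ADP-Glo luminescence end-point read after a 60 min room-temperature kinase reaction of PI5P4Kalpha plus substrate, initiated with ATP at 5 microM final. Buffer: 0.038 M HEPES pH 7.4, EGTA, 0.1% CHAPS, 5% DMSO.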
CCT chaperon mod – High-Throughput Screening for Modulators of Cytosolic Chaperonin Activity; purified chaperonin ATPase assay, HTRF ADP detection, 30 min; activity change, % (concentration not given with the values), hits read low; actives 0.3% (n = 360,000); in the data active = activity change below about -30%; note: % is set by controls: 0 for no effect and ±100 for the full control effect
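First, chaperonin was dispensed at 40 nM or 20 nM final depending on batch activity. Next, compounds were pinned at 76 uM and ATP added at 10 uM. After 30 min at 37 °C, ADP detection reagents ran 30 min at ambient temperature.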
WRN inhibitor – qHTS for Inhibitors of WRN Helicase; Potency, µM (highest dose often 114 µM), without a hit: top-dose activity change, negative = inhibition, actives largely listed as inhibitors; WRN helicase unwinding, fluorescent forked duplex, kinetic; AID 651768, 2012; Bifunctional 3'-5' exonuclease/ATP-dependent helicase WRN (Homo sapiens), Q14191; actives 0.46% (n = 360,000); note: potency is the fitted concentration of half-maximal effect; % is set by controls: 0 for no effect and ±100 for the full control effect; nearly all actives have a fitted effect of over 55% in size
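Primary qHTS, 1536-well format. 20 nM WRN + compound, 15 min RT; start with 100 nM forked fluorophore/quencher duplex, 2 mM ATP (final); kinetic read ex 525/em 598 nm.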
IL-2 act – qHTS of IL-2 Activators; IL-2 activation reporter assay, cell-based qHTS; stimulated with anti-CD3/CD4/CD28 beads; in transgenic mouse T cells; activation, % (series mostly up to about 46 µM); actives 0.065% (n = 360,000); in the data active = activation above about 50%; inconclusive = mostly about 30% to 49%; note: 0% is about no effect
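Unstimulated transgenic mouse T cells preincubated 60 min with compound, then stimulated with anti-CD3/anti-CD4-coated beads plus anti-CD28 for 18 h at 37 degrees C. IL-2 response read as EGFP and DsRed fluorescence by plate cytometry.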
EPAC2 agonist – qHTS for Agonist of cAMP-regulated guanine nucleotide exchange factor 4 (EPAC2): primary screen; Rap guanine nucleotide exchange factor 4 (Homo sapiens), Q8WZA2; Potency, µM (series often up to 154 µM), for inactives: at the highest dose activation, most hits filed as activators; actives 0.079% (n = 360,000); AID 720711, 2013; EPAC2 activation, biochemical qHTS; response scale: 100% = 6.5 mM cAMP response; note: potency is the fitted concentration of half-maximal effect; nearly all actives have a fitted effect of over 50% in size
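Nucleotide exchange monitored as fluorescence drop when BODIPY-GDP leaves Rap1B. Reaction: 100 nM EPAC2, 250 nM RAP1B-BODIPY-GDP, 50 uM GDP, room temperature, kinetic read over 30 min. Activity expressed relative to 6.5 mM cAMP.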
EPAC1 antagonist – qHTS for Antagonist of cAMP-regulated guanine nucleotide exchange factor 3 (EPAC1): primary screen. Rap guanine nucleotide exchange factor 3 (Homo sapiens), O95398. EPAC1 GEF assay, Rap1b-BODIPY-GDP exchange fluorescence. Potency, µM (series often up to 115 µM), for the others: top-dose activity change, negative = inhibition, hits mostly inhibitors. actives 0.14% (n = 360,000);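 note: potency is the fitted concentration of half-maximal effect; plate controls were vehicle for no effect and positive control for full effect; nearly all actives have a fitted effect of over 50% in size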
Numbers without * were called inactive; ? = inconclusive; · = not tested or not shown; [ ] = another dose, or the depositor's remark. Unless noted, calls come from the whole dose curve; as a rule, active = well fitted curve in the direction sought with a large enough effect; inconclusive = small, poorly fitted or top-dose-only effect, or another doubt; inactive = no such curve, though single readings can be large; an effect the other way counts as inactive or inconclusive.

#	WRN inhibitor	IL-2 act	EPAC2 agonist	PI5P4K alpha inh	EPAC1 agonist	PLK1 PBD inh	EPAC1 antagonist	CCT chaperon mod	canonical_smiles
1	-15%	-0.4	10%	6	9%	-14%	22%	-1.4	Cc1ccc(NC(=O)CSc2nnc(CNC(=O)c3cccs3)o2)c(C)c1
2	?	0.6	?	-23	18%	-20%	-9%	-1.8	Cc1cccc(CN(CC(=O)N/N=C/c2ccco2)S(=O)(=O)c2ccc(Cl)cc2)c1
3	-17%	-0.1	-1%	1	4%	-6%	0%	-4.6	COC(=O)c1cc(NS(=O)(=O)c2ccc3c(c2)c(=O)n(C)c(=O)n3C)cc(C(=O)OC)c1
4	?	0.2	7%	-13	7%	-4%	-21%	0.9	COc1ccc(NS(=O)(=O)c2cccc(C(=O)NNC(=O)c3ccccc3O)c2)cc1
5	6%	1.9	2%	5	4%	-7%	-10%	-0.8	O=C(CCCN1C(=O)NC2(CCCC2)C1=O)Nc1cccc(S(=O)(=O)N2CCOCC2)c1
6	-9%	-1.8	4%	3	13%	-9%	?	0.7	O=C(NCCc1ccc(O)c(O)c1)C1COc2ccccc2O1 (stereo not given)
7	-12%	1.5	8%	7	6%	-7%	-22%	2.5	COc1ccc(N(Cc2ccccc2)S(=O)(=O)c2cccc(C(=O)NCC3CCCO3)c2)cc1 (stereo not given)
8	-2%	-0.2	-7%	1	6%	-20%	-9%	1.0	Cc1nc2oc3ccc(F)cc3c(=O)c2cc1C(=O)NC(C)(C)C
9	2%	-0.4	-2%	4	-4%	-9%	2%	-1.5	COCCCNCC(O)C(F)(F)F (stereo not given)
10	-2%	0.0	3%	-1	1%	1%	6%	0.2	CCOc1ccc(N2CC(C(=O)Nc3cccc(S(=O)(=O)NC4=NCCC4)c3)CC2=O)cc1 (stereo not given)
11	-5%	0.2	-1%	-4	-2%	-4%	-7%	0.2	O=C(N/N=C/C1CC=CCC1)c1ccccc1O (stereo not given)
12	7%	-3.3	-7%	·	-1%	1%	9%	-0.2	O=C(Nc1ccc2c(c1)C(=O)N(CC1CCCO1)C2=O)c1ccc(Cl)c(Cl)c1 (stereo not given)
13	-1%	-1.8	14%	0	5%	-13%	-11%	-1.9	Cc1ccc(C(=O)Cn2cccn2)cc1
14	-1%[57.1 µM]	-1.6	3%	-7	-6%	-1%	17%	-1.5	OCC1OC(Oc2cccc3ccccc23)C(O)C(O)C1O (stereo not given)
15	3%	1.5	-2%	-8	-18%	0%	10%	-0.2	O=C(c1ccco1)N1CCN(S(=O)(=O)c2cccc(C(F)(F)F)c2)CC1
16	·	2.1	2%	·	-7%	·	-1%	·	O=C(NNC(=O)c1nc2ccccc2[nH]1)OCc1ccccc1
17	-20%	-0.6	-6%	-99*	-16%	?	?	·	Cc1cccc(C)c1NC(=O)C(c1ccc(-c2ccccc2)cc1)n1c(=O)c(-c2ccco2)nc2ccccc21 (stereo not given)
18	-11%	0.0	7%	2	-8%	-8%	-17%	-0.1	O=C(CN(CC1CCCO1)C(=O)CCC(=O)Nc1nccs1)NCc1ccc2c(c1)OCO2 (stereo not given)
19	0%[57.1 µM]	-0.1	5%	·	-8%	1%	4%	0.9	Cc1ccc(C)c(C(=O)CN2C3=NCCCN3c3ccccc32)c1
20	12%	-5.8	14%	-1	6%	-1%	14%	-4.9	COc1ccc(CCNC(=O)NCCc2c[nH]c3ccccc23)cc1OC
21	10%	-2.4	1%	-6	3%	-8%	-3%	-1.4	CC(SCc1ccccc1)C(=O)NCc1ccccn1 (stereo not given)
22	10%	-3.6	0%	-6	-2%	1%	8%	1.9	Cc1cc(C)c2c(=O)[nH][nH]c2n1
23	-5%	-2.0	2%	·	6%	-1%	1%	3.3	O=C(COc1ccc([N+](=O)[O-])cc1)NN=C1CCCC1
24	4%	-0.7	4%	-4	-6%	4%	1%	2.9	Cc1ccc(NC(=O)C2=CC(c3cccs3)=NS(=O)(=O)N2C)cc1
25	-10%	-0.2	-29%	26	-23%	2%	-25%	-1.0	CCCCCCCCNC(=O)CCNC(=O)c1ccc(C(C)(C)C)cc1
26	-1%	-4.3	9%	7	9%	-7%	3%	-1.8	CC(=O)Nc1cccc(-n2c(=O)n(Cc3ccccc3)c(=O)c3[nH]cnc32)c1
27	-22%	2.3	2%	1	4%	?	-4%	-1.2	CCC(C(=O)Nc1ccc(N2CCOCC2)c(S(=O)(=O)Nc2ccccc2OC)c1)c1ccccc1 (stereo not given)
28	3%	-0.9	9%	-4	5%	2%	0%	-1.8	COc1ccc(-c2csc(NC(C)c3nc4cc(Cl)c(Cl)cc4n3CCCO)n2)cc1 (stereo not given)
29	1%	-0.7	9%	2	6%	-13%	-2%	-0.3	Nc1[nH]c(C(=O)c2ccccc2)c(-c2ccccc2C(F)(F)F)c1C(=O)c1cccs1
30	5%	-1.0	8%	0	-1%	-11%	-1%	-0.6	CCCn1cnnc1CNC(=O)C1CCC(=O)N(CCc2ccc(OC)cc2)C1 (stereo not given)
31	-17%[57.1 µM]	-1.9	0%	-4	-2%	-1%	7%	-1.1	COc1ccc([N+](=O)[O-])cc1NC(=O)COC(=O)/C=C/c1ccco1
32	2%	0.1	5%	-7	-2%	-3%	2%	-0.8	CS(=O)(=O)c1ccc2nc(NC(=O)c3ccccc3Cl)sc2c1
33	9%	-3.1	3%	7	8%	-8%	-5%	-1.1	CCOC(=O)c1ccc(NS(=O)(=O)c2ccc(-c3coc(C)n3)cc2)cc1
34	0%	-2.1	7%	·	-2%	-3%	6%	-3.2	Cc1cc(NC(=O)CSc2nnc(-c3ccco3)n2Cc2ccco2)no1
35	3%	-3.4	1%	-1	-3%	6%	11%	0.3	Cc1cc(=O)oc2cc(NS(=O)(=O)c3ccccc3)ccc12
36	-14%	-1.8	4%	-7	6%	-12%	1%	-0.8	FC(F)Oc1ccc(/C=N/c2c(-c3ccc(OC(F)F)cc3)nc3n2CCS3)cc1
37	-32%	-0.9	-11%	-56*	-11%	-2%	?	-1.6	Cc1csc(N=Nc2ccc(N(C)C)cc2)[n+]1[O-]
38	7%	4.2	2%	-2	3%	-3%	21%	0.8	Cc1ccc(CNC(=O)C2CCCN2C(=O)Nc2cccc(Cl)c2)cc1 (stereo not given)
39	6%	0.8	-3%	2	-1%	-21%	1%	-0.8	C/C(CCc1ccccc1)=N\NC(=O)COc1ccccc1C
40	-4%	-2.2	7%	·	-2%	-1%	3%	2.7	COc1ccc(NC(=O)CCN2CCN(S(=O)(=O)c3ccc(Cl)cc3)CC2)cc1
41	6%	0.2	3%	4	-9%	4%	3%	3.2	CCC(NC(=O)Cc1cccs1)c1ccccc1 (stereo not given)
42	2%	-1.9	1%	·	-1%	3%	-5%	1.4	CCOc1cc(NC(=O)c2ccco2)c(OCC)cc1NC(=O)CCC(=O)NCc1cccnc1
43	8%	0.0	7%	-4	6%	-13%	-12%	-2.1	CC(=O)NC1CC2CCCC(C1)N2Cc1ccc(C)cc1 (stereo not given)
44	-3%	8.7	10%	-1	-5%	-5%	-4%	0.5	O=C(NCCN1CCN(c2ccccc2)CC1)Nc1ccccc1Cl
45	14%	-1.1	8%	0	0%	-5%	4%	0.5	O=C(NCC(=O)N(c1cnc2ccccc2c1)C(C(=O)NC1CCCC1)c1ccncc1)c1ccco1 (stereo not given)
46	-1%	4.1	0%	2	-11%	-4%	10%	1.7	Cc1ccc(Nc2nnc(SCC(=O)Nc3cc(C(=O)O)ccc3C)s2)c(C)c1
47	-4%[57.1 µM]	-0.1	-2%	-2	-4%	-13%	0%	-2.0	Cc1cc(C)c2cc(N)c(Cl)nc2n1
48	0%	-1.1	14%	-12	1%	-8%	-13%	0.9	CC1(C)Cc2nc(-c3ccccc3)nc(NNC(=O)c3ccco3)c2CO1
49	5%	-0.3	7%	-1	0%	-7%	6%	-0.7	O=C(CNC(=O)C(c1ccccc1)c1ccccc1)OCc1ccccc1
50	1%	2.0	11%	-2	13%	-5%	-4%	2.2	Cc1ccc(C(=O)Nc2ccccc2)cc1S(=O)(=O)N1CCN(C)CC1

Molecules from the list above containing an NH in an aromatic ring (five):
#	WRN inhibitor	IL-2 act	EPAC2 agonist	PI5P4K alpha inh	EPAC1 agonist	PLK1 PBD inh	EPAC1 antagonist	CCT chaperon mod	canonical_smiles
16	·	2.1	2%	·	-7%	·	-1%	·	O=C(NNC(=O)c1nc2ccccc2[nH]1)OCc1ccccc1
20	12%	-5.8	14%	-1	6%	-1%	14%	-4.9	COc1ccc(CCNC(=O)NCCc2c[nH]c3ccccc23)cc1OC
22	10%	-3.6	0%	-6	-2%	1%	8%	1.9	Cc1cc(C)c2c(=O)[nH][nH]c2n1
26	-1%	-4.3	9%	7	9%	-7%	3%	-1.8	CC(=O)Nc1cccc(-n2c(=O)n(Cc3ccccc3)c(=O)c3[nH]cnc32)c1
29	1%	-0.7	9%	2	6%	-13%	-2%	-0.3	Nc1[nH]c(C(=O)c2ccccc2)c(-c2ccccc2C(F)(F)F)c1C(=O)c1cccs1

The listing continues.
#	WRN inhibitor	IL-2 act	EPAC2 agonist	PI5P4K alpha inh	EPAC1 agonist	PLK1 PBD inh	EPAC1 antagonist	CCT chaperon mod	canonical_smiles
51	-6%	1.8	-2%	-9	10%	-13%	-12%	-2.8	CCOC(=O)C1=C(O)C(=O)N(c2ccc(S(N)(=O)=O)cc2)C1c1ccccc1 (stereo not given)
52	11%	0.4	4%	-1	-9%	-2%	8%	0.9	Cc1ccc(C)c(NC(=O)C2CC(O)CN2C(=O)OC(C)(C)C)c1 (stereo not given)
53	-1%	0.6	-2%	0	-5%	-2%	-4%	-0.6	CC(C)(C)OC(=O)C(C)(C)Sc1nnc(N)s1
54	-10%	0.7	16%	0	12%	-4%	-7%	-1.1	Cc1ccc(NC2CCCN(C(=O)CCc3scnc3C)C2)cc1C (stereo not given)
55	-3%	1.7	10%	-1	5%	-1%	-6%	-1.2	C[C@H]1CCC2[C@](C)(CO)[C@@H](O)CC[C@]2(C)[C@@]12CCC(CO)(CCO)O2 (stereo not given in full)
56	-4%	0.4	11%	5	-4%	-3%	-5%	-2.1	Cc1ccc(C(=O)NCC(=O)Nc2ccc(F)c(F)c2F)cc1

A portion of the library; count on the stated rates, not on these rows.
